High-throughput results from PubChem.
CHT PAM = allosteric activators of human choline transporter CHT. Q9GZV3. CHT-expressing cells, membrane potential dye, choline EC20; hits give high values; LV-AA mutant CHT in HEK293 cells. B-score at 10 µM. hit rate 0.49% among 310,000. AID 488977;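 active = initial fluorescence not abnormally high and integrated response B-score, plate-corrected, over 3 SD above library mean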
Target sequence (Q9GZV3 whole entry, looked up): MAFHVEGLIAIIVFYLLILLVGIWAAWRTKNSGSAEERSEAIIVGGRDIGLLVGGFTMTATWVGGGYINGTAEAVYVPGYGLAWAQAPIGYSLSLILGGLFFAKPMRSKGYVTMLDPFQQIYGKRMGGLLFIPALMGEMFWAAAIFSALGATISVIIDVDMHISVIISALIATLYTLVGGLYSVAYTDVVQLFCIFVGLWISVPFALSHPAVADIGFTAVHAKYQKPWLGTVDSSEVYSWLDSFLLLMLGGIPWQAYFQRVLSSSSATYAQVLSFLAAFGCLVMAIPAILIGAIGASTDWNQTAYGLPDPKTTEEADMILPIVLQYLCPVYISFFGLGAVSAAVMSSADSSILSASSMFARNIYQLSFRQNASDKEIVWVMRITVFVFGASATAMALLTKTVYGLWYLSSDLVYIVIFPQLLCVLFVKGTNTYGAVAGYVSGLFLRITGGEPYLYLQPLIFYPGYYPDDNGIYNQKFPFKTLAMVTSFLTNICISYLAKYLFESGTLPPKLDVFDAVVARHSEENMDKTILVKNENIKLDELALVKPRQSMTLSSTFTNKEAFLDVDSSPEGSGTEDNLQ
CHT inh = human CHT choline transport inhibition. AID 488975. CHT-expressing cells, membrane potential dye, choline response; hits give low values. B-score at 10 µM. hit rate 0.86% among 310,000. Q9GZV3;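 active = B-score over 3 SD under the library average, and starting fluorescence ratio not unusually high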;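 note: choline stimulus applied at its EC90 after an EC20 pre-addition; B-score computed on integrated fluorescence ratio after choline addition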
Numbers without * were called inactive; i = inactive.

SMILES	CHT PAM	CHT inh
Cc1nn(C)c(C(=O)N/N=C/c2cccc3ccccc23)c1Cl	i	i
O=C(O)C1C2C=CC(C2)C1C(=O)NCc1cccc(Cl)c1 (stereo not given)	i	i
CSc1ccc(/C=N/NC(=O)CN2CCN(Cc3ccccc3)CC2)cc1	i	i
Cc1ccc(CN(c2ccc(C(=O)NCC3CCCO3)cc2)S(C)(=O)=O)cc1 (stereo not given)	i	i
Cc1cc(NS(=O)(=O)c2ccc(NC(=O)CSc3nnc(-c4ccco4)n3Cc3ccco3)cc2)nc(C)n1	i	i
Cc1c(CN2CCC(Oc3ccc(C(=O)N4CCCCC4)cc3)CC2)cnn1C	i	i
S=C(Nc1ccc(Cl)cc1Cl)Nn1cnnc1	i	i
N#CC(c1ccc(Cl)cc1)(c1ncc(C(F)(F)F)cc1Cl)N1CCOCC1 (stereo not given)	i	i
CCC(=O)N1c2ccccc2NC2=C(C(=O)CC(C)(C)C2)C1c1cccnc1 (stereo not given)	i	i
COc1ccc(CC(=O)Nc2ccccc2C(=O)N2CCOCC2)cc1OC	i	i
Cc1cc(/C=N/NC(N)=O)c(C)n1-c1ccc(F)cc1	14*	i
O=C(c1cccs1)C1C(c2ccc(Br)cc2)NC(=S)NC1(O)C(F)(F)F (stereo not given)	i	-8.3*
COc1cc2[nH]c(C(=O)N(C)C3CCS(=O)(=O)C3)cc2c(OC)c1OC (stereo not given)	i	i
c1ccc(Cn2nnc3c(NCc4ccc5c(c4)OCO5)nc(C4CC4)nc32)cc1	i	i
C/C(=N/N1CCN(Cc2cccc3ccccc23)CC1)c1ccco1	i	i
C=CCNCCCCOc1c(Cl)cc(C)cc1Br	i	i
COc1ccc(OC)c(C2CC(=O)N3CN(c4ccccc4)CSC3=C2C#N)c1 (stereo not given)	i	i
COc1ccc(-c2noc(CN3CCCC(OCc4ccccn4)C3)n2)cc1 (stereo not given)	i	i
Cc1cc(C)cc(OCC(=O)N(Cc2ccc(N(C)C)cc2)C2CCS(=O)(=O)C2)c1 (stereo not given)	i	i
Cc1ccc(Cl)c(NC(=O)CCl)c1Cl	i	i
Cc1cc(-c2nnc3sc(-c4ccc(Cl)cc4Cl)nn23)n[nH]1	i	i
COC(=O)Cn1c2ccc(OC)cc2c2nc3ccccc3nc21	i	i
O=C(O)/C=C/c1cccnc1	i	i
O=C(c1ccc(F)cc1)N1CCC(C(=O)N2CCN(S(=O)(=O)c3cccc(F)c3)CC2)CC1	i	i
CCOc1ccc(NC(=O)COc2ccc(C(=O)NC3CCCc4ccccc43)cc2OC)cc1 (stereo not given)	i	i
Cc1ccccc1Nc1nc(N)nc(CSc2nnc3sc4ccccc4n23)n1	i	i
Cc1ccc(S(=O)(=O)N2CCOCC2)cc1C(=O)OCC(=O)NCc1ccccc1	i	i
CCOC(=O)C1(Cc2cccc(Cl)c2)CCCN(C(=O)c2occc2C)C1 (stereo not given)	i	i
CN(C)c1ccc(C2C3=C(CCCC3=O)OC3=C2C(=O)CCC3)cc1	i	i
CC1C/C(=N/NC(=O)c2cccc(F)c2)c2ccc(O)cc2C1 (stereo not given)	i	i

2 of the compounds above, in markdown.
| Compound | CHT PAM | CHT inh |
| --- | --- | --- |
| N#CC(c1ccc(Cl)cc1)(c1ncc(C(F)(F)F)cc1Cl)N1CCOCC1 (stereo not given) | i | i |
| Cc1ccccc1Nc1nc(N)nc(CSc2nnc3sc4ccccc4n23)n1 | i | i |

The list goes on:
SMILES	CHT PAM	CHT inh
COc1ccc(-c2nnn(CC(=O)N(CC(=O)NC3CCCC3)Cc3ccco3)n2)cc1OC	i	i
Cc1cc(C)c(NS(=O)(=O)c2ccc3c(c2)n(C)c(=O)n3C)c(C)c1	i	i
COc1ccc(-n2c(Cc3cccn3C)nnc2SCC(=O)Nc2ccc3c(c2)OCO3)cc1	i	i
O=C(CSc1nnc(NCc2ccccc2)s1)NC1CCS(=O)(=O)C1 (stereo not given)	i	i
O=C(NCCC(c1ccccc1)c1ccco1)c1cccs1 (stereo not given)	i	i
Cc1ccc(NC(=O)CN(C)Cc2ccc(F)cc2)c([N+](=O)[O-])c1	i	i
CCOP(=O)(OCC)C(NC(=O)c1cccs1)C(F)(F)F (stereo not given)	i	i
Cc1ccc(S(=O)(=O)N2CCSC2C(=O)O)cc1 (stereo not given)	i	i
COc1cc(C(C)=O)ccc1OC(=O)c1cc2cccc(OC)c2oc1=O	i	i
CCC(C(=O)NCCc1c[nH]c2cc(OC)ccc12)c1ccccc1 (stereo not given)	i	i

Rewritten as comma-separated lines: 3 of the compounds above.
SMILES,CHT PAM,CHT inh
O=C(NCCC(c1ccccc1)c1ccco1)c1cccs1 (stereo not given),i,i
Cc1ccc(NC(=O)CN(C)Cc2ccc(F)cc2)c([N+](=O)[O-])c1,i,i
CCOP(=O)(OCC)C(NC(=O)c1cccs1)C(F)(F)F (stereo not given),i,i

Compound profiles (already shown). Order of screens: CHT PAM | CHT inh
COc1ccc(-n2c(Cc3cccn3C)nnc2SCC(=O)Nc2ccc3c(c2)OCO3)cc1 as listed: i | i
Cc1ccc(S(=O)(=O)N2CCSC2C(=O)O)cc1 (stereo not given) as listed: i | i
O=C(CSc1nnc(NCc2ccccc2)s1)NC1CCS(=O)(=O)C1 (stereo not given) as listed: i | i

Next part:
SMILES	CHT PAM	CHT inh
CCCCCC(=O)N1CCN(c2ccc(C(C)=O)cc2F)CC1	i	i
O=C(Nc1ccccc1)C1CCCCC1	i	i
O=C(O)C1CCCN1C(=O)C12CC3CC(CC(C3)C1)C2 (stereo not given)	i	i
C/C(=N/NC(=O)c1ccc(O)cc1)c1cccc([N+](=O)[O-])c1	i	i
CC(C)OC(=O)CSc1nc2cccnc2n1C1CCCCC1	i	i
Cc1ccnc(NC(=O)CCC(=O)N(CC(=O)NC(C)(C)C)c2ccc(F)c(Cl)c2)c1	i	i
Cc1ccc2c(c1)C1(C)C(C(C)(C)N2C=O)C1(Cl)Cl (stereo not given)	i	i
C=CCN(c1ccccc1)S(=O)(=O)c1cccc(C(=O)OCC(=O)NCCOC)c1	i	i
COc1ccc(-c2noc(CNC(=O)CCN3C(=O)[C@H]4CC=CC[C@H]4C3=O)n2)cc1	i	i
CCc1ccc(CNC(=O)c2ccc(OC)c(OC3CCN(C(C)C)CC3)c2)nc1	i	-9.6*
O=C(CCN1C(=O)C2CCCCC2C1=O)NNC(=O)c1cccc(Cl)c1 (stereo not given)	i	i
CCOC(=O)c1cnc2ccc(Cl)cc2c1Nc1ccc(S(=O)(=O)Nc2ncccn2)cc1	i	i
Cc1ccc(NC(=S)N(CCCN2CCOCC2)Cc2cccs2)c(C)c1	i	i
CCOCC(=O)Nc1nc2ccc(C)cc2s1	i	i
COc1ccc(OC(=O)c2ccc3nsnc3c2)cc1	i	i
COC(=O)c1ccc(NC(=O)c2sc3nc(-c4ccccc4)cn3c2C)cc1	i	i
C=CCn1c(SCC(=O)NCc2ccco2)nc2sc3c(c2c1=O)CCC3	i	i
CCN(CC)Cc1cc(CC(C(N)=O)C(N)=O)ccc1OC	i	i
CC1CCC(NC(=O)CCCCn2c(=O)[nH]c3ccsc3c2=O)CC1 (stereo not given)	i	i
Cc1ccc(C(=O)CSc2nc(-c3ccccc3)cc(=O)[nH]2)cc1	i	i
CCN(CC)C(=O)Cn1c(=O)n(Cc2ccccc2Cl)c2c1c(=O)n(C)c(=O)n2C	i	i
CC(=O)NCC(=O)OCC(=O)c1ccc(Br)cc1	i	i
COc1ccc(-c2cnn3cc(-c4cccc(Cl)c4)cnc23)cc1	i	i
COc1ccc(CCNC(=O)Cc2ccsc2)cc1	i	i
O=C(CCc1nc(-c2ccccc2Cl)no1)NC1CCCCC1	i	i
O=C1N/C(=N\S(=O)(=O)Cc2ccccc2)S/C1=C/c1cccc([N+](=O)[O-])c1	i	i
CN(C)CCNC(=O)c1cc(Br)ccc1Cl	i	i
O=C(Nc1ccc(C(F)(F)F)cc1)C1(c2ccccc2)CC1	i	i
O=C(CCCn1nnc(-c2cccnc2)n1)c1ccc(F)cc1	i	i
CCc1ccccc1NC(=O)N1C2CCCC1CC(NC(=O)C(C)(C)C)C2 (stereo not given)	i	i
O=C(O)c1ccc2c(=O)n3c(nc2c1)/C(=C/c1ccccc1Br)CC3	i	i
CCC(=O)Nc1ccc(N2CCN(C(=O)c3ccccc3C)CC2)cc1	i	i
CCc1nn(CC(=O)NCCN2CCN(C)CC2)c(=O)c2cc3occc3n12	i	i
COCCn1c(SCc2ccc(C)cc2)nc2c1c(=O)[nH]c(=O)n2C	i	i
O=C1C=C(NNC(=O)c2cccnc2)CC(c2ccco2)C1 (stereo not given)	i	i
Cc1cccc(C)c1OCc1cc(C(=O)N(C)Cc2cc(C3CC3)n[nH]2)no1	i	i
CCOC(=O)COc1cc(N)c(Cl)cc1Cl	i	i
Cc1cc(C(=O)COC(=O)c2ccc3c(c2)OCO3)c(C)n1CC1CCCO1 (stereo not given)	i	i
Cc1cc(C)n(-c2cc(-n3nc(C)cc3C)ncn2)n1	i	i
O=C(COc1ccc2cc(Br)ccc2c1Br)N1CCOCC1	i	i

2 compounds drawn at random from those above:
SMILES	CHT PAM	CHT inh
CCOC(=O)COc1cc(N)c(Cl)cc1Cl	i	i
CCC(=O)Nc1ccc(N2CCN(C(=O)c3ccccc3C)CC2)cc1	i	i

(list continues)
SMILES	CHT PAM	CHT inh
CCOc1ccc(-n2cc(-c3ccccc3)c3c(N4CCOCC4)ncnc32)cc1	i	i
CCCCOc1ccc(C2C(C(=O)c3cccs3)=C(O)C(=O)N2CCN2CCOCC2)cc1 (stereo not given)	i	i
Cc1cccc(NC(=O)CN(C)S(=O)(=O)c2ccc3c(c2)n(C)c(=O)c(=O)n3C)c1C	i	i
Cn1c(SCc2ccccc2)nc(C(F)(F)F)cc1=O	i	i
COc1ccc(CCC(=O)Nc2ccc(-c3noc(-c4ccc(OC)c(OC)c4)n3)cc2)cc1	i	i
COc1cccc(COC(=O)C2CC(=O)N(Cc3ccco3)C2)c1OC (stereo not given)	i	i
Cc1cc2c(N=NC(=O)CCc3ccccc3)c(O)[nH]c2cc1Br	i	i
Cc1oc(-c2ccccc2Cl)nc1Cn1cccc1C1=NC(c2ccccc2)CO1 (stereo not given)	i	i
COc1ccc(S(=O)(=O)N2CCN(Cc3cc(OC)c(OC)c(OC)c3)CC2)cc1	i	i
Cc1cc(C)nc(NC(=O)Nc2ccccc2C(F)(F)F)n1	i	i
COC(=O)c1c(NC(C)=O)sc(C(=O)N2CCOCC2)c1C	i	i
O=C(NCc1ccccc1)c1ccc(=O)oc1	i	i
CCOC(=O)c1c2c(c(=S)n(-c3ccccc3)c1N)CCC2	i	i
Cc1cc(C)nc(SCC(=O)NN=C2CCCC2)n1	i	i
COc1ccc(NC(=O)c2cc(-c3ccc(C)o3)nc3ccccc23)c(OC)c1	i	i
Cc1nc2nc(CSc3nc4ccccc4s3)cc(=O)n2[nH]1	i	i
Cc1nn(-c2ccccc2)c(C)c1/C=C/C(=O)OCC(=O)NC1CCS(=O)(=O)C1 (stereo not given)	i	i
CCCCOc1ccc(C(=O)NN2CCOCC2)cc1	i	i
COc1ccc(OC)c(C2CC(=O)N3CN(c4ccc(C)c(Cl)c4)CSC3=C2C#N)c1 (stereo not given)	i	i
CC(=O)Nc1ccc(NC(=O)C(C)OC(=O)CCCOc2ccc(Cl)cc2C)cc1 (stereo not given)	i	i
CCNC(=S)N1CCN=C1Nc1nc(C)cc(C)n1	i	i
COc1ccc(C(=O)NCCN2C(=O)S/C(=C\c3cccnc3)C2=O)cc1[N+](=O)[O-]	i	i
CC(=O)Cn1cnc2sc(-c3ccccc3)cc2c1=O	i	i
C=CCn1c(=S)[nH]c2nc3c(cc2c1=O)CCCC3	i	i
Cc1sc2ncn(-c3ccccc3)c(=O)c2c1C	i	i
COc1ccc(CCNC(=O)CCNC(=O)c2ccc(Cl)cc2)cc1OC	i	i
O=C(NCc1ccc(Cl)cc1)C1CCN(S(=O)(=O)c2ccc(F)cc2)CC1	i	i
CCC(=O)c1ccc(OCC(=O)NCCc2ccccn2)cc1	i	i
O=C(NNC1=NCCCCC1)c1cccc([N+](=O)[O-])c1	i	i
COc1cc2c(cc1OC)CN(c1nc(CN3CCOCC3)nc3sc4c(c13)CCCC4)CC2	i	i
COc1ccc(S(=O)(=O)N2CCOC2CNC(=O)C(=O)NCC(C)C)cc1OC (stereo not given)	i	i
CCOc1ccc(S(=O)(=O)N(CC)CC(=O)NCc2cccnc2)cc1C	i	i
COC(C(=O)NC1CCCCCCC1)c1ccccc1 (stereo not given)	i	i
COc1cc(C=O)ccc1Oc1nc(Nc2ccc(F)cc2F)nc(N2CCOCC2)n1	i	i
O=C(CSc1nc2ccccc2c(=O)n1CCC(=O)N1CCCCC1)NCc1ccccc1	i	i
CC(=O)Nc1ccc(OCC(=O)c2cc(C)ccc2C)cc1	i	i
CNc1nc(N/N=C/c2ccc([N+](=O)[O-])cc2)nc(Nc2ccccc2)n1	i	i
COc1cccc(C(=O)NCc2ccc(N3CCN(C(=O)OC(C)(C)C)CC3)cc2)c1	i	i
Cc1ccc(S(=O)(=O)Nc2ccccc2-c2ccccc2)cc1	i	i
CC(=O)Nc1ccc(S(=O)(=O)N2CCCCC2C(=O)O)cc1 (stereo not given)	i	i
O=C(CSC1=NS(=O)(=O)c2cc(Cl)ccc2N1)NCCc1ccccc1	i	i
Cc1ccc(S(=O)(=O)n2nc(C)cc2C)cc1	i	i
COc1cc(CCCN2C(=O)C(=O)NC[C@@H]2C(C)O)cc(OC)c1OC (stereo not given in full)	i	i
COc1ccc(C(=O)CSc2nc(C)cc(C)n2)cc1[N+](=O)[O-]	i	i
COc1ccc(CNS(=O)(=O)c2cccc(S(=O)(=O)N3CCOCC3)c2)cc1	i	i
COCC(=O)Nc1cccc(C(F)(F)F)c1	i	i
